# tim10-1 inh – inhibits growth of tim10-1 mutant yeast | S. cerevisiae tim10-1 ts strain growth, BacTiter-Glo, 24 h | inhibition, % at 20 µM | actives 2.2% (n = 330,000);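 active = inhibition of at least 40%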;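 note: mutant grown at 25 °C; 0% = DMSO wells with yeast and 100% = wells holding no yeast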
# mIAP activ – mouse IAP activation; activation factor at 10 µM; muIAP, CDP-Star luminescence, 30 min; stronger effect = higher value; 1 = vehicle-only enzyme signal, 0 = enzyme-free wells; AID 2805; actives 0.24% (n = 330,000);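 active = activation factor of at least 2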; note: the source names both 10 and 20 µM as test concentration; values of inactives mirror those of a sister screen read the other way
#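 Assay system: mouse IAP enzyme; Reagent: CDP-Star chemiluminescent phosphatase substrate; Compound: DMSO-dissolved test compounds; Incubation: 30 min, room temperature; Technique: luminescence from enzymatic CDP-Star hydrolysis; Controls: DMSO-only wells and no-enzyme negative control.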
# hIAP act – increases human intestinal alkaline phosphatase activity; purified human IAP, CDP-Star luminescence, 30 min; stronger effect = higher value; 1 = vehicle-only enzyme, 0 = enzyme-free background; activation factor at 10 µM; actives 0.16% (n = 330,000); AID 2524;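 active = activation factor of the enzyme at least 2-fold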; note: the source names both 10 and 20 µM as test concentration; values of inactives mirror those of a sister screen read the other way
# Target sequence (P09923 whole entry, looked up): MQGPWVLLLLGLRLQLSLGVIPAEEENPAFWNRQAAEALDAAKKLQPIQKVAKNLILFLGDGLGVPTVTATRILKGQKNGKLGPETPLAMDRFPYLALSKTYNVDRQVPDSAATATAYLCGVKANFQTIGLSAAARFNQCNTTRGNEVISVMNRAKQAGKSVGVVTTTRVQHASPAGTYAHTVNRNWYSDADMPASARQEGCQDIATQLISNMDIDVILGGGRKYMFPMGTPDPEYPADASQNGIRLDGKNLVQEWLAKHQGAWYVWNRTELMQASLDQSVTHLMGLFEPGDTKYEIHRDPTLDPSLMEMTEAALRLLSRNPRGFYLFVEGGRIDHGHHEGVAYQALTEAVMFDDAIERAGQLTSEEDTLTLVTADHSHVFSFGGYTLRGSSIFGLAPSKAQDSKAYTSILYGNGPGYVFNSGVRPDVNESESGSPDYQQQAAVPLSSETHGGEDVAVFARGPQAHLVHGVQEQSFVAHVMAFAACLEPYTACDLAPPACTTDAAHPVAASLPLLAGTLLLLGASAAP
# NALP3 yeast inh – inhibitors of NALP3 inflammasome in yeast; actives 0.39% (n = 330,000); Yeast reconstituted NLRP3/ASC/caspase-1, beta-gal luminescence, 24 h; inhibition, % at 10 µM;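 active = inhibition of 50% or more; inactive = inhibition below 50%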;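 note: plate controls were induced DMSO wells for no effect and uninduced yeast grown without galactose for full effect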
# mIAP block – mouse IAP inhibition. purified mouse IAP, CDP-Star luminescence, 30 min. actives 0.2% (n = 330,000). inhibition, % at 10 µM. AID 2806;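 active = inhibition of at least 40% at 10 µM in the primary screen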;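 note: plate controls were DMSO with enzyme for no effect and no enzyme wells for full effect; values of inactives mirror those of a sister screen read the other way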
# hIAP inh – blocks human intestinal alkaline phosphatase; P09923; purified IAP, CDP-Star luminescence, 30 min; inhibition, % at 10 µM; actives 0.12% (n = 330,000); AID 2544;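 active = inhibition reaching a set limit with compound at 10 µM in the primary screen, cut at about 35% in these data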;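 note: plate controls were DMSO wells with enzyme for no effect and no-enzyme buffer wells for full effect; values of inactives mirror those of a sister screen read the other way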
# ATG4B inhibitor – inhibitors of human ATG4B cysteine protease; Q9Y4P1; ATG4B cleavage of LC3-PLA2, NBD-HPC fluorescence, 1 h; inhibition, % at 8.33 µM; actives 0.51% (n = 340,000); AID 504462; in the data active = inhibition above about 40%
# Target sequence (Q9Y4P1 whole entry, looked up): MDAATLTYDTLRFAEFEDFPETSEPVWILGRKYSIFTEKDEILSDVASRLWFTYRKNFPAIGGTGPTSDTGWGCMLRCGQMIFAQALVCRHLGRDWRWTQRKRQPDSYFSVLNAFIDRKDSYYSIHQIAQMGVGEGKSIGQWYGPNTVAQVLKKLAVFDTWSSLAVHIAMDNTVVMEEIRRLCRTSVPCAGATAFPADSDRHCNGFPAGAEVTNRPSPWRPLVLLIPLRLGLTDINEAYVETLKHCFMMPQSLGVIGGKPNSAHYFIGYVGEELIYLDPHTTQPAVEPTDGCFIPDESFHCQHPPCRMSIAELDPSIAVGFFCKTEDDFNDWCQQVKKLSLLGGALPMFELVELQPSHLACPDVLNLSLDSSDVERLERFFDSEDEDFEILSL
# Apaf-1 inh – human Apaf-1 inhibition; reconstituted apoptosome caspase-3 activity, DEVD-Rh110 fluorescence; O14727; actives 0.71% (n = 330,000); AID 489030; inhibition, % at 20 µM; active = inhibition of at least 40% at 20 µM;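 note: plate controls were DMSO wells for no effect and DEVD-CHO caspase inhibitor wells for full effect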
#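 detection = Rh110 fluorescence intensity | test system = biochemical Apaf-1 apoptosome reconstitution | also added = cytochrome c and DEVD-Rh110 substrate | schedule = 30 min plus 50 min, RT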
# TIM10 inh – TIM10 yeast growth inhibition; AID 463195; S. cerevisiae TIM10 strain growth, BacTiter-Glo luminescence, 24 h; actives 1.4% (n = 330,000); inhibition, % at 10 µM;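 active = inhibition of 40% or more at the single tested concentration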;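 note: wild-type TIM10 isogenic control strain grown at permissive 25 °C; 0% = DMSO yeast wells and 100% = minimal medium wells without yeast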
# * = called active by the depositor.
item	SMILES	NALP3 yeast inh	mIAP activ	hIAP inh	mIAP block	TIM10 inh	ATG4B inhibitor	hIAP act	tim10-1 inh	Apaf-1 inh
1	CC12CN3CC(C)(CN(C1)C3c1ccc3ccccc3c1O)C2=O (centres undefined)	1	1	-8	-4	29	-10	1.1	28	5
2	O=C(/C=C/c1ccncc1)c1ccc2c(c1)OCCO2	26	1	10	-4	32	-8	0.9	46*	5
3	O=C(/C=C/c1ccccc1)NC(=S)Nc1ccccc1O	23	0.92	11	8	3	8	0.89	9	8
4	Cc1ccc(NC(=O)N2CCCC2C(=O)Nc2c(C)cc(C)cc2C)cc1 (centres undefined)	9	1.1	-4	-6	17	-1	1	8	-2
5	O=C(NC1CCCCCC1)C1CCN(S(=O)(=O)c2ccccc2)CC1	3	1.1	15	-10	19	-11	0.85	21	3
6	COc1ccc(S(=O)(=O)N(CC(=O)Nc2ccccc2C(=O)N2CCOCC2)c2ccc(F)cc2)cc1	5	0.92	-21	8	20	-6	1.2	21	4
7	O=C(NCCCN1CCCC1=O)Nc1ccc([N+](=O)[O-])cc1	6	0.88	-1	12	9	10	1	-12	0
8	CNc1nc(SCC(=O)OC)nc(N2CCOCC2)n1	-1	0.96	2	4	2	-6	0.98	25	-2
9	CCn1nc(C(=O)NNC(=O)c2ccccc2OCc2c(C)noc2C)c2ccccc2c1=O	-3	0.99	-11	1	17	-5	1.1	11	12
10	CCCCCCCC(=O)OC(CN1CCCCC1)CN1CCCC1=O (centres undefined)	24	1	-5	-1	-1	-15	1.1	4	-14
11	O=C(CC1C(=O)NCCN1Cc1ccc(F)c(F)c1)NCCCn1ccnc1 (centres undefined)	-6	1.1	-2	-14	-9	4	1	-2	5
12	CCOc1ncccc1C(=O)OCC(=O)c1ccc(C)c(C)c1	13	1.1	-7	-8	-9	10	1.1	23	9
13	COc1ccc(NC(=O)c2cccnc2)cc1	14	1	-8	-2	-7	3	1.1	-15	-10
14	CCN(CC)CCN(C(=O)c1ccc2c(c1)OCCO2)c1nc2ccc(C)cc2s1	22	0.95	-4	5	20	2	1	44*	8
15	O=[N+]([O-])c1cccc(S(=O)(=O)Nc2ccc(S(=O)(=O)NCC3CCCO3)cc2)c1 (centres undefined)	5	0.94	-11	6	-7	-4	1.1	-25	3
16	Cc1cc(C(=O)COC(=O)c2ccc([N+](=O)[O-])o2)c(C)n1CC1CCCO1 (centres undefined)	13	0.95	-8	5	31	-11	1.1	25	12
17	CCCCCCc1c(C)nc(-n2[nH]c(C)c(CCO)c2=O)[nH]c1=O	22	0.84	-128	16	21	-6	2.3*	1	-3
18	O=C(Nc1ccccc1)Nc1cccc(Cl)c1Cl	25	2.9*	-3	-192	45*	24	1	20	5
19	COc1ccc(C(=O)C2CCN(C(=O)Nc3ccccc3C)CC2)cc1	9	1.1	-33	-7	-3	0	1.3	6	1
20	N#CCC(=O)Nc1ccc(C(=O)OCC(=O)NC(=O)Nc2ccc3c(c2)OCCO3)cc1	16	1	-27	-4	7	-50	1.3	0	-8

# Looked up above:
# compound 11 – Apaf-1 inh: 5
# compound 19 – Apaf-1 inh: 1
# compound 16 – ATG4B inhibitor: -11

# One compound at a time, from the list above. Values in the order: NALP3 yeast inh | mIAP activ | hIAP inh | mIAP block | TIM10 inh | ATG4B inhibitor | hIAP act | tim10-1 inh | Apaf-1 inh
# Record of `N#CCC(=O)Nc1ccc(C(=O)OCC(=O)NC(=O)Nc2ccc3c(c2)OCCO3)cc1` : 16 | 1 | -27 | -4 | 7 | -50 | 1.3 | 0 | -8
# Record of `CCCCCCc1c(C)nc(-n2[nH]c(C)c(CCO)c2=O)[nH]c1=O` : 22 | 0.84 | -128 | 16 | 21 | -6 | 2.3* | 1 | -3
# Record of `O=[N+]([O-])c1cccc(S(=O)(=O)Nc2ccc(S(=O)(=O)NCC3CCCO3)cc2)c1` (centres undefined) : 5 | 0.94 | -11 | 6 | -7 | -4 | 1.1 | -25 | 3
# Record of `COc1ccc(NC(=O)c2cccnc2)cc1` : 14 | 1 | -8 | -2 | -7 | 3 | 1.1 | -15 | -10
# Record of `COc1ccc(C(=O)C2CCN(C(=O)Nc3ccccc3C)CC2)cc1` : 9 | 1.1 | -33 | -7 | -3 | 0 | 1.3 | 6 | 1

# Additional compounds
item	SMILES	NALP3 yeast inh	mIAP activ	hIAP inh	mIAP block	TIM10 inh	ATG4B inhibitor	hIAP act	tim10-1 inh	Apaf-1 inh
21	O=C1C2C3C=CC(C3)C2C(=O)N1c1ccc(S(=O)(=O)Nc2nccs2)cc1 (centres undefined)	0	1	-1	-2	1	7	1	-5	-1
22	NS(=O)(=O)c1ccc(Nc2nc(-c3cccnc3)cs2)cc1	4	0.93	-9	7	-9	-5	1.1	-3	-8
23	COC(=O)c1cc(S(=O)(=O)NCC2CCN(Cc3ccc(F)cc3)CC2)c[nH]1	9	1.1	3	-9	-10	1	0.97	-16	3
24	O=C(NCCCc1ccccc1)c1ccccc1O	18	1.1	-2	-6	6	-8	1	-28	-4
25	CCc1c(C)sc(NC(=O)c2cc(-c3ccco3)on2)c1C#N	17	0.83	5	17	6	11	0.95	15	-7
26	COc1ccc(NC(=O)C(NC(=O)Cc2cccs2)c2ccccc2)cc1 (centres undefined)	-9	1.2	-12	-15	0	4	1.1	2	6
27	Nn1c(SCc2nc3ccccc3[nH]2)nnc1-c1ccccc1	-1	0.96	2	4	-3	11	0.98	9	-4
28	CC(OC(=O)c1cccc(N2C(=O)c3ccccc3C2=O)c1)C(=O)Nc1ccc(N(C)C)cc1 (centres undefined)	-1	0.97	-13	2	21	5	1.1	12	5
29	CC1Cc2ccccc2N1CC(=O)NC(=O)NC1CCCC1 (centres undefined)	-1	1	-7	-2	9	0	1.1	24	-3
30	COc1ccc(NC(=O)C2(N(C(=O)Cn3nnnc3N)c3ccc(OC)cc3)CCCCC2)cc1	4	1.1	18	-13	8	-3	0.82	1	7
31	CC1=CC(C)(C)N(S(=O)(=O)c2ccc(C)cc2)c2ccccc21	23	0.96	-1	4	15	-13	1	26	-8
32	COC(=O)[C@H]1[C@H]2C[C@@H]3c4[nH]c5cc(OC)ccc5c4CCN3C[C@H]2C[C@@H](OC(=O)/C=C/c2cc(OC)c(OC)c(OC)c2)[C@@H]1OC	25	0.89	3	11	6	10	0.97	17	37
33	CC1CCCC(NC(=O)c2cccc(S(=O)(=O)N3CCCCC3)c2)C1C (centres undefined)	8	1	-6	0	10	-8	1.1	2	4
34	CCNC(=O)CCn1nc(-c2ccc(Cl)cc2)c2ccccc2c1=O	-4	0.78	7	22	-3	-8	0.93	20	-2
35	CCC(c1nnc(SCC(=O)Nc2ccc(Cl)cc2C(F)(F)F)n1C1CCCCC1)N(C)C (centres undefined)	2	1	2	-3	13	3	0.98	35	19
36	CCN(CCCNC(=O)c1[nH]c(C)c(C(C)=O)c1C)c1ccccc1	18	1.1	5	-12	4	-6	0.95	19	-4
37	CCC(C)NC(=O)c1cc(S(=O)(=O)N2CCCCC2)c[nH]1 (centres undefined)	2	0.99	-8	1	8	-6	1.1	-12	11
38	Cc1[nH]nc(N2CCCCC2)c1[N+](=O)[O-]	6	0.96	4	4	-12	-7	0.96	2	-6
39	CC1=C(OC(=O)c2ccccc2)C(C)(C)C(c2ccccc2)OC1=O (centres undefined)	25	0.98	21	2	11	0	0.79	31	27
40	CNC(=O)c1ncnnc1N(C)C(=O)NCc1ccccc1	10	0.93	2	7	3	5	0.98	6	-7

# hIAP act: entries above that show a hit
no.	structure	NALP3 yeast inh	mIAP activ	hIAP inh	mIAP block	ATG4B inhibitor	hIAP act	tim10-1 inh
17	CCCCCCc1c(C)nc(-n2[nH]c(C)c(CCO)c2=O)[nH]c1=O	22	0.84	-128	16	-6	2.3*	1

# Among those listed so far, these contain a furan ring, fused or not:
item	SMILES	NALP3 yeast inh	mIAP activ	hIAP inh	mIAP block	TIM10 inh	ATG4B inhibitor	hIAP act	tim10-1 inh	Apaf-1 inh
16	Cc1cc(C(=O)COC(=O)c2ccc([N+](=O)[O-])o2)c(C)n1CC1CCCO1 (centres undefined)	13	0.95	-8	5	31	-11	1.1	25	12
25	CCc1c(C)sc(NC(=O)c2cc(-c3ccco3)on2)c1C#N	17	0.83	5	17	6	11	0.95	15	-7

# (next part)
item	SMILES	NALP3 yeast inh	mIAP activ	hIAP inh	mIAP block	TIM10 inh	ATG4B inhibitor	hIAP act	tim10-1 inh	Apaf-1 inh
41	Cc1ccc(N2C(=O)c3ccc(C(=O)Nc4cccnc4)cc3C2=O)c(C)c1	11	1	-4	-2	5	-17	1	16	16
42	Cc1onc(-c2ccccc2Cl)c1C(=O)c1ccccc1	20	0.97	10	3	6	0	0.9	-5	-4
43	CSc1ccccc1OCc1cc(C(=O)N2CCN(Cc3nccn3C)CC2)no1	4	1.1	-20	-12	-4	6	1.2	23	30
44	CCOC(=O)c1c(NC(=O)CSc2nnc(CNc3ccc(C)cc3C)o2)sc(C)c1C	-4	0.94	6	6	18	14	0.94	30	37
45	O=C(CSc1nnc(-c2ccco2)o1)NC1CC2CCC1C2 (centres undefined)	19	0.96	13	4	7	0	0.87	15	1
46	CC(=O)O[C@@H]1C[C@H]2C(C)(C)C(=O)C=C[C@]2(C)[C@H]2CC[C@@]3(C)[C@H](c4ccoc4)OC(=O)[C@H]4O[C@]43[C@@]21C	-9	0.96	2	4	22	-10	0.98	33	20
47	CCC(=O)c1ccc(N2CCN(C(=O)c3cccs3)CC2)c(F)c1	23	1	-16	-4	-3	-2	1.2	-4	11
48	COCCCOc1ccnc(CS(=O)c2nc3ccccc3[nH]2)c1C (centres undefined)	18	0.88	-11	12	0	-4	1.1	4	11
49	O=C(O)c1ccc(NCc2cccnc2)c([N+](=O)[O-])c1	21	0.99	-9	1	11	9	1.1	-4	-6
50	Cc1cc(=O)oc2c(C)c(OCC(=O)N3CCN(C(=O)C4COc5ccccc5O4)CC3)ccc12 (centres undefined)	-2	0.93	11	7	7	-11	0.89	-4	6
51	O=C(O)c1ccc(CNCc2cccc(Oc3ccccc3)c2)cc1	0	0.93	9	7	11	-5	0.91	-11	0
52	COCCNC(=O)CSc1nnc(-c2ccccc2F)n1Cc1ccccc1	-8	1	2	-3	23	-2	0.98	19	-14
53	COc1ccc2[nH]c(=O)c(CN(Cc3cccnc3)C(=S)NCC3CCCO3)cc2c1 (centres undefined)	10	1.1	2	-8	4	-2	0.98	4	-3
54	CCc1c(C)nc(SCC(=O)CC(=O)OC(C)C)c(C#N)c1C	15	1.2	1	-17	27	-5	0.99	44*	13
55	N#Cc1ccc(OCC(=O)N2CCc3ccccc32)cc1	8	0.96	11	4	11	-1	0.89	17	-1
56	CC(=O)Nc1ccc(OCC(O)Cn2c(C(C)C)nc3ccccc32)cc1 (centres undefined)	1	1.1	-2	-7	-13	-5	1	0	-1
57	CSc1cccc(NC(=O)C2CCCN(S(=O)(=O)c3cccs3)C2)c1 (centres undefined)	17	1.2	3	-17	12	-11	0.97	18	13

# Bioassay records (PubChem)
